Growth percent in the NCI-60 one-dose screen (48 h, 10 µM unless noted): 100 = growth as untreated, 0 = no growth, -100 = all killed.
SF-539 = SF-539 CNS cancer | actives 6.8% (n = 81,000) | AID 1794752
CAKI-1 = CAKI-1 renal cancer; actives 4.7% (n = 75,000); AID 1794772
SF-268 = SF-268 CNS cancer cells; actives 3.1% (n = 82,000); AID 1794759
SF-295 = SF-295 CNS cancer cells | actives 5.6% (n = 79,000)
A498 = A498 renal cancer cells. AID 1794774. actives 5.4% (n = 76,000)
SNB-75 = SNB-75 CNS cancer; actives 5% (n = 79,000)
U251 = U251 CNS tumor cells | actives 5.4% (n = 80,000)
NCI-H23 = NCI-H23 lung cancer | actives 4% (n = 80,000) | AID 1794731
SNB-19 = SNB-19 CNS cancer cells; actives 2.5% (n = 81,000)
Numbers without * were called inactive; x = no result given; & = joins results of further samples; [ ] = remark or other dose. How the source made its calls: active means growth percent below 10; inactive means the rest.

SMILES	SF-539	CAKI-1	SF-268	SF-295	A498	SNB-75	U251	NCI-H23	SNB-19
Cc1cc(=O)c2c(o1)C(=O)c1occc1C2=O	111.0	115.0	95.3	112.9	113.4	83.4	111.3	104.2	117.9
CC(C)(C)n1cc(-c2ccnc(NCCNS(=O)(=O)c3ccc(Cl)cc3)c2)c(-c2cccc(O)c2)n1	68.1	71.8	54.7	54.4	69.4	x	46.1	64.7	76.6
COC(=O)c1sc2nc(CN3CCCc4ccccc43)[nH]c(=O)c2c1C	99.9	106.7	100.4	111.7	111.0	84.5	99.5	89.4	100.3
NS(=O)(=O)c1cccs1	94.0	x	97.2	94.2	96.7	101.6	108.9	98.7	102.3
CC1(C)[C@@H]2C[C@@]34CCCN3C(=O)[C@]2(C[C@@]12Nc1ccccc1C2=O)NC4=O	91.6	x	100.9	97.7	86.6	94.1	70.7	88.4	95.9
CCOc1ccc(NC(=O)Cn2cnc3c(cc(-c4ccccc4)n3-c3ccccc3)c2=O)cc1	94.8	86.8	95.5	90.2	85.5	102.0	97.7	96.1	107.0
Cc1ccc(Cn2cc(CSc3nc4ccccc4o3)nn2)cc1	106.3	97.4	98.1	98.1	98.5	103.1	99.5	104.7	97.4
O=C(c1ccccc1)C(CCc1ccccn1)CCc1ccccn1	102.7	106.0	100.7	109.6	100.4	106.2	100.7	105.6	94.1
COc1ccc(-c2csc(NC(=O)CN3CCN(c4cc5c(cc4F)c(=O)c(C(=O)O)cn5C4CC4)CC3)n2)cc1	x	21.3	29.2	-4.7*	-10.1*	11.7	7.9*	9.7*	16.4
CC(=O)Nc1ccc(S(=O)(=O)O)c(N)c1	110.6	97.4	110.9	111.4	87.5	107.7	108.2	108.2	101.8
COc1cc(-c2nc3ccc(C(=O)NN4C(=O)c5ccccc5C4=O)cc3[nH]2)cc(OC)c1OC	102.7	87.5	103.4	100.9	94.4	85.0	94.8	102.2	98.4
O=c1[nH]c2cc(Cl)ccc2nc1C1=C(O)c2ccccc2C1	99.1	87.5	99.3	90.5	153.2	79.2	103.7	99.6	105.5
CSc1ccc(OC(C)=O)cc1C	98.5	96.4	94.3	97.7	86.3	94.3	x	x	109.0
O=c1cc(NC2CCN(CCCc3ccccc3)CC2)c2cc(Cl)ccc2o1	19.4	-10.6*	17.2	-44.1*	-19.0*	-5.2*	-24.7*	-1.9*	25.6
COc1ccc(-c2cnnn2-c2nonc2-n2cccc2)cc1	-13.9*	45.5	35.1	-17.2*	-4.2*	-15.9*	22.1	3.5*	37.6
COc1cc(C(=O)NNC(=O)CSc2nnc(-c3ccc(Cl)cc3)o2)cc(OC)c1OC	86.5	91.3	99.9	99.4	105.3	80.7	100.6	93.7	91.0
O=C(O)c1cc2ccccc2s1	100.5	94.7	107.2	97.8	108.3	97.9	95.9	101.0	110.6
Oc1ccc2ccc(O)cc2c1	97.0	84.8	98.7	96.8	109.2	82.2	99.4	98.4	97.2
CCOC(=O)C1CCCC(=O)C1Cc1cccc(OC)c1 (stereo not given)	87.2	95.9	113.6	x	109.0	73.4	x	110.2	100.6
N#Cc1c(-c2ccc(Cl)cc2)nc(SC(=O)c2ccc(F)cc2)[nH]c1=O	98.8	90.7	99.5	105.9	105.8	83.7	102.4	98.9	101.9
O=C1C2C3C=CC(C3)C2C(=O)N1O (stereo not given)	106.7&105.5	104.2&92.0	99.8&99.3	102.1&103.8	100.5&114.6	96.5&100.4	97.9&103.5	106.8&99.6	97.0
COc1ccc(COc2ccc(Nc3ncnc4onc(-c5ccccc5)c34)cc2)cc1	100.3	89.0	101.7	92.0	91.6	93.1	95.5	93.4	96.3
N#Cc1c(-c2cccc(Cl)c2)cc(-c2ccc3ccccc3c2)[nH]c1=O	49.5	89.9	83.7	88.9	119.5	81.4	94.1	79.3	96.4
CC(=O)OCC(OC(C)=O)C(OC(C)=O)C1OC(Oc2ccccc2)C(OC(C)=O)C1OC(C)=O (stereo not given)	101.4	102.6	98.7	97.6	112.2	98.4	102.2	103.3	109.3
C=CCCC(=O)N1C=CC(=O)[C@H](O)[C@@H]1/C=C/c1ccccc1	19.2[100 µM]	15.7[100 µM]	35.9[100 µM]	33.4[100 µM]	83.4[100 µM]	85.0[100 µM]	33.0[100 µM]	52.8[100 µM]	44.5[100 µM]
c1cc2c(c3c1CCCC3)CCCC2	99.5	98.8	114.4	95.8	94.0	89.9	96.9	105.2	111.5
COc1nc(OC)nc(-c2cc(-c3cc(OC)c(OC)c(OC)c3)no2)n1	112.3	96.1	100.1	103.8	82.5	97.2	x	101.5	96.9
Cc1noc(N)c1C(=O)Nc1ccccc1F	103.1	101.9	105.3	96.9	104.0	91.3	104.1	106.9	105.1
O=S(c1ccccc1)c1ccccc1	107.0	x	108.2	x	83.2	84.3	103.5	103.7	99.8
O=C(C1=CNC(=S)NC1c1ccc(O)cc1)c1cc2ccccc2oc1=O (stereo not given)	91.9	87.6	97.5	98.8	138.7	x	101.8	102.0	97.7
CCN(CC)CC(C)(C)C(O)c1ccc(OC)c2ccccc12 (stereo not given)	100.3	84.8	105.8	94.1	97.9	87.9	100.8	92.4	103.8
Oc1ccc(Nc2ncnc3c2cnn3-c2cccc(F)c2)cc1	96.6	78.5	89.7	100.3	85.2	87.1	96.2	100.9	93.2
CCOC(=O)C1=C(C)NC(SCc2nnc(-c3ccc(Cl)cc3)o2)=NC1c1ccc(OC)cc1 (stereo not given)	97.7	82.2	106.9	105.6	103.4	81.1	89.9	100.0	87.5
O=c1[nH]c(C(F)(F)C(F)(F)C(F)(F)F)no1	104.5	93.1	107.5	107.8	103.0	95.6	102.4	105.1	103.3
CCCCn1cc(-c2nc3ccccc3s2)c2cccnc21	100.2	77.7	93.7	97.4	110.0	92.0	86.0	94.0	103.0
COc1cc(-c2ccc3ncnc(NCc4ccccc4)c3c2)cnc1OC	48.7	6.9*	46.5	55.1	-48.8*	-17.8*	81.7	67.0	74.4
O=C(CCC(=O)Nc1nccs1)Nc1ccc(S(=O)(=O)N2CCOCC2)cc1	106.6	95.4	110.1	94.6	114.3	77.1	102.4	99.0	103.7
COc1cc(N)c2ncccc2c1Br	87.6	95.8	88.6	80.4	x	89.9	97.8	94.5	107.4
C[C@@H](O)/C=C/[C@H]1C(CO)=CC(=O)CC1(C)C	97.3	89.5	100.8	92.8	106.6	x	98.0	95.2	98.1
FC(F)(F)c1ccc(/C=N/Nc2nnc3n2N=C(c2ccc(Cl)cc2)CS3)cc1	54.8	63.5	36.8	47.6	69.9	-24.9*	60.4	64.8	20.3
O=C(S)c1cccc([N+](=O)[O-])c1	108.2	107.6	108.8	119.8	106.6	87.6	143.6	105.4	101.5
O=C(N1CCN(c2ccccc2)CC1)N1CCN(c2ccccc2)CC1	99.5	83.8	106.5	101.1	96.4	75.3	94.8	122.8	89.2
O=C(O)c1ccc(S(=O)(=O)Nc2ccccc2)cc1	104.9	90.9	96.3	105.0	x	88.1	92.3	94.6	105.0
COc1cc(C(=O)N2CCN(c3ccccc3OC)CC2)c(N)cc1OCCCN1CCN(c2ccccc2OC)CC1	89.9	x	109.9	96.9	116.6	104.1	96.6	69.8	103.9
Nc1c(C(=O)c2ccc(Cl)cc2)oc2nc(-c3cnccn3)cc(-c3cccs3)c12	97.4	95.4	101.1	101.1	x	89.0	115.3	x	94.8
CC1(C)CC[C@]2(C(=O)N3CCOCC3)CC[C@]3(C)C(=CC[C@@H]4[C@@]5(C)C/C(=C/c6ccncc6)C(=O)C(C)(C)[C@@H]5CC[C@]43C)[C@@H]2C1	-7.5*	16.7	48.6	25.4	-20.3*	43.0	18.4	19.5	47.5
CC1(C)CC(=O)C2=C(C1)N(c1ccc(F)cc1F)C(N)=C(C#N)C2c1ccc(Br)cc1 (stereo not given)	98.6	90.8	97.5	105.0	x	82.3	98.5	103.4	102.1
O=C(O)C1CC1c1ccc(Cl)cc1 (stereo not given)	91.7	x	102.4	101.4	100.4	101.6	99.5	103.2	x
O=[N+]([O-])c1cccc2cn[nH]c12	94.6	96.8	96.8	117.1	98.4	85.3	100.4	99.6	109.7
CC(=O)OC[C@H](O)[C@@]1(O)CC[C@H]2[C@@H]3CCC4=CC(=O)CC[C@]4(C)[C@H]3[C@@H](O)C[C@@]21C	100.2	85.5	97.1	110.7	112.3	116.9	111.5	103.3	109.0
COc1cccc(/C=N/C(=S)NC2(C)C3CCC(C3)C2(C)C)c1O (stereo not given)	95.3	x	94.7	86.1	73.2	90.8	48.7	94.7	82.9
CCC1(c2ccc(F)cc2)NC(=O)NC1=O (stereo not given)	100.5	x	106.0	106.8	107.0	103.1	99.6	106.7	94.5
C[C@]12CCC(=O)C[C@@H]1CC[C@@H]1[C@@H]2CC[C@]2(C)OCCC[C@@H]12	99.1	90.2	107.5	x	97.8	76.3	96.5	102.7	97.4
Cc1cc2ccccc2oc1=O	104.7	100.6	98.9	94.6	81.9	86.9	114.7	99.0	96.1
C(=N\Nc1nnc2n1N=C(c1ccccc1)CS2)/c1ccsc1	101.2	84.2	101.2	99.7	102.5	87.3	104.8	100.3	94.9
CCOC(=O)c1cc(C(=O)OC)n2c1ccc1c3ccccc3ccc12	97.5	61.6	102.7	84.2	141.8	79.7	93.3	83.4	89.0
Clc1ccc(-c2nnc(Cn3cc(-c4ccccc4)nn3)o2)cc1	97.8	85.0	94.8	99.2	107.1	84.5	100.9	95.1	95.7
CCOC(=O)C(CC/C=N/Nc1ccccc1)(NC(C)=O)C(=O)OCC	101.8	113.3	103.8	102.4	105.0	88.1	97.9	112.5	110.2
CCCCCCCCCCCCCCCC1=NC(C)(C)CN1C(C)C	-79.6*	-45.4*	-55.2*	-48.1*	63.4	-13.4*	-67.0*	0.6*	42.6
O=C1NC(=O)C(=Nc2c(O)[nH]c(=O)[nH]c2=O)C(=O)N1	95.2	103.3	105.1	115.3	105.7	80.9	118.6	101.8	107.0

Continued:
SMILES	SF-539	CAKI-1	SF-268	SF-295	A498	SNB-75	U251	NCI-H23	SNB-19
Nc1[nH][nH]c2nc3c(cc12)nc1ccccc13	89.7	74.6	105.9	101.8	97.9	80.0	107.7	96.7	103.5
COc1ccc(/C=C/C(=O)c2ccc(NC(=O)CSc3nnc(-c4ccc5nc(-c6ccc(OC)c(OC)c6)[nH]c5c4)o3)cc2)cc1	92.6	99.9	111.3	96.8	116.0	98.1	100.4	x	101.9
COc1ccc(C2OC23Cc2ccccc2C3=O)cc1OC (stereo not given)	98.7	91.2	107.1	94.8	103.2	72.6	93.0	104.5	103.8
O=C1CCCN1c1cccc2cccnc12	98.9	91.9	97.9	102.3	x	83.1	96.4	92.9	91.0
Cc1cccc(C[C@H](NC(=O)Nc2ccc(C)cc2F)C(=O)N[C@@H]2C(=O)N3C[C@H](O)C[C@H]3C(=O)N3CCN(C)C[C@H]3C(=O)N[C@@H](C)C(=O)N3C[C@H](C)C[C@H]3C(=O)O[C@H]2C)c1	50.7	82.1	31.6	45.0	32.8	23.6	26.5	38.1	22.7
CCCCC1CCc2cccc3c(SCC(=O)N(C)c4ccc(Oc5ccccc5)cc4)cc[n+]1c23 (stereo not given)	110.2	100.0	117.1	89.0	118.3	123.5	109.6	99.6	95.3
CCCCCCCCCC1(CC(=O)OCC)SCCN1C(N)=O (stereo not given)	103.9	x	107.4	x	117.1	126.2	107.7	88.1	103.6
CCOC(=O)c1cc(C(=O)c2ccc(Cl)cc2)n2ccc(-c3cc[n+](CC(=O)c4ccc(OC)cc4)cc3)cc12	89.5	x	78.5	105.8	73.9	93.2	13.2	88.2	77.0
CC1(C)N=C(N)N=C(N)N1c1ccc(S(=O)(=O)Nc2ccccn2)cc1	95.0	92.8	94.4	100.6	98.4	72.0	100.4	96.3	96.1
COC(=O)[C@@H]1CCCN1C(=O)C1=C(C)NC(=S)NC1c1cccc(O)c1 (stereo not given in full)	87.2	95.5	99.1	103.6	114.4	77.1	96.6	95.2	96.9
C/C(=C\c1ccccc1Cl)c1ccccn1	95.1	98.6	89.6	104.6	98.5	81.1	93.3	89.2	96.7
NC(=S)NN=C1CCCC1	109.6	101.7	89.3	95.7	85.6	99.3	73.2	83.2	105.2
Cc1cc(C2CCCCC2)n(O)c(=O)c1	20.2	22.3	41.8	25.6	76.4	81.0	30.0	63.0	49.3
CCN(CC)CCCC(C)Nc1ccnc2ccc(Cl)cc12 (stereo not given)	93.3	78.8	85.1	91.9	95.3	69.6	86.9	83.5	80.6

By substructure, the compounds so far with fluorine (9)
SMILES	SF-539	CAKI-1	SF-268	SF-295	A498	SNB-75	U251	NCI-H23	SNB-19
COc1ccc(-c2csc(NC(=O)CN3CCN(c4cc5c(cc4F)c(=O)c(C(=O)O)cn5C4CC4)CC3)n2)cc1	x	21.3	29.2	-4.7*	-10.1*	11.7	7.9*	9.7*	16.4
N#Cc1c(-c2ccc(Cl)cc2)nc(SC(=O)c2ccc(F)cc2)[nH]c1=O	98.8	90.7	99.5	105.9	105.8	83.7	102.4	98.9	101.9
Cc1noc(N)c1C(=O)Nc1ccccc1F	103.1	101.9	105.3	96.9	104.0	91.3	104.1	106.9	105.1
Oc1ccc(Nc2ncnc3c2cnn3-c2cccc(F)c2)cc1	96.6	78.5	89.7	100.3	85.2	87.1	96.2	100.9	93.2
O=c1[nH]c(C(F)(F)C(F)(F)C(F)(F)F)no1	104.5	93.1	107.5	107.8	103.0	95.6	102.4	105.1	103.3
FC(F)(F)c1ccc(/C=N/Nc2nnc3n2N=C(c2ccc(Cl)cc2)CS3)cc1	54.8	63.5	36.8	47.6	69.9	-24.9*	60.4	64.8	20.3
CC1(C)CC(=O)C2=C(C1)N(c1ccc(F)cc1F)C(N)=C(C#N)C2c1ccc(Br)cc1 (stereo not given)	98.6	90.8	97.5	105.0	x	82.3	98.5	103.4	102.1
CCC1(c2ccc(F)cc2)NC(=O)NC1=O (stereo not given)	100.5	x	106.0	106.8	107.0	103.1	99.6	106.7	94.5
Cc1cccc(C[C@H](NC(=O)Nc2ccc(C)cc2F)C(=O)N[C@@H]2C(=O)N3C[C@H](O)C[C@H]3C(=O)N3CCN(C)C[C@H]3C(=O)N[C@@H](C)C(=O)N3C[C@H](C)C[C@H]3C(=O)O[C@H]2C)c1	50.7	82.1	31.6	45.0	32.8	23.6	26.5	38.1	22.7

Bioassay records from PubChem.
